VP16 counter: inhibits Gal4-VP16 luciferase reporter, ROR gamma counter-screen. Potency, µM (highest dose often 53.6 µM), for inactives: top-dose activity, negative = inhibition, most hits filed as inhibitors. AID 2546. 310,000 compounds, 3.5% hits. Drosophila S2 Gal4-VP16 UAS-luciferase, luminescence, 20 h;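 note: Gal4-VP16 expression switched on by copper sulfate through the metallothionein promoter; potency is the fitted concentration of half-maximal effect; % is set by controls: 0 for no effect and ±100 for the full control effect; nearly all actives have a fitted effect of over 50% in size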
MBNL1-CUG inh: inhibitors of human MBNL1 binding to CUG repeat RNA. AID 2675. Potency, µM (doses to about 57.5 µM), inactives show at the highest dose activity change, negative = inhibition, usual class: inhibitors. 280,000 compounds, 0.036% hits. TR-FRET MBNL1-His/biotin-(CUG)12 binding, 665/545 ratio. Q9NR56; active = well fitted inhibition curve with a large enough effect in the signal ratio, with a control signal flat, not every such curve was filed as active; inconclusive = small, poorly fitted or top-dose-only effect, or effect the other way, or a change in a side signal; inactive = no such curve, though single readings can be large or run the other way; the % refers to the signal ratio; note: potency is the fitted concentration of half-maximal effect; % is set by controls: 0 for no effect and ±100 for the full control effect
Target sequence (Q9NR56 whole entry, looked up): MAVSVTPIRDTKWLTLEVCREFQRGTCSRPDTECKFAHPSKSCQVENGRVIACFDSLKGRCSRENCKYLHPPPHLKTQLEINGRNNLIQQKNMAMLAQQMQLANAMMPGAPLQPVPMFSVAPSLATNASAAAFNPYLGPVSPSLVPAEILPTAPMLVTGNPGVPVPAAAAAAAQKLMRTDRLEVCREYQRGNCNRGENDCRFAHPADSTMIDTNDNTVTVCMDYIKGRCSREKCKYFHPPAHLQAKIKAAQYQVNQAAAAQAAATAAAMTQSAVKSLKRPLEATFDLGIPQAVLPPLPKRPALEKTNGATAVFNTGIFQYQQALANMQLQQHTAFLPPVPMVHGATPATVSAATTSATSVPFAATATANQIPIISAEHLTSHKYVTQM
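His-tagged MBNL1 binding to biotinylated (CUG)12 RNA was measured by TR-FRET using terbium anti-His antibody (0.055 ng/ul final) and streptavidin-XL665 (5 nM final). Compounds were titrated 92 nM to 58 uM; 60 min at room temperature.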
Mito fusion yeast: inhibitors of mitochondrial division or activators of mitochondrial fusion; Potency, µM (series often up to 46.1 µM), without a hit: top-dose growth rescue (activation), actives largely listed as activators; S. cerevisiae fusion-defective mutant growth rescue, CellTiterGlo 48 h; AID 485298; 320,000 compounds, 0.23% hits;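 note: potency is the fitted concentration of half-maximal effect; % of control where 0% means no effect; nearly all actives have a fitted effect of over 45% in size; temperature-sensitive fusion mutants such as fzo1-1 at 37 °C on non-fermentable ethanol glycerol medium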
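Read-out: ATP-based luminescence (CellTiterGlo, 10 min ambient) reporting growth of fusion-defective ts yeast after 48 hours at 37C on glycerol/ethanol YPEG medium in the presence of compound.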
PKM2 act: PKM2 (human) enzyme activation; P14618; purified PKM2, Kinase-Glo ATP luminescence, activation; response scale: 0% is enzyme alone, no compound; Potency, µM (doses to about 57.5 µM), without a hit: at the top dose activation, hits mostly activators; 260,000 compounds, 0.34% hits; AID 1631; note: potency is the fitted concentration of half-maximal effect; % is set by controls: 0 for no effect and ±100 for the full control effect; nearly all actives have a fitted effect of over 55% in size
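ATP formation by purified human PK-M2, quantified via coupled luciferase luminescence after 1 h at room temperature with 0.1 mM ADP and 0.5 mM PEP final.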
FLuc modulator: inhibits or activates purified firefly luciferase, miR-21 counter-screen | P08659 | purified FLuc, Km substrates, luminescence inhibition | Potency, µM (doses to about 57.5 µM), for the others: at the top dose activity change, negative = inhibition, usual class: inhibitors | 360,000 compounds, 6.9% hits | AID 588342;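 note: potency is the fitted concentration of half-maximal effect; plate controls were vehicle for no effect and reference inhibitor for full effect; nearly all actives have a fitted effect of over 55% in size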
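Purified P. pyralis luciferase (10nM final) with 10uM D-luciferin and 10uM ATP (Km levels) in 50mM Tris acetate pH 7.5, 10mM Mg acetate, 0.01% Tween-20, 0.05% BSA; qHTS 6-point titration, ~60 µM downward; luminescence read.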
KCNH2 3.1 inh: KCNH2 3.1 (human) potassium channel inhibition. U2OS KCNH2 3.1, thallium flux FluxOr; active compounds read low. activity change, % (tested at about 1.8 µM). 340,000 compounds, 0.95% hits;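 active = maximum activity change below -70%; inconclusive = maximum activity change from -70% to -50%; inactive = maximum activity change above -50%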;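 note: thallium influx rate constant from kinetic fluorescence after stimulation buffer; % is set by controls: 0 for no effect and ±100 for the full control effect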
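U2OS cells transduced with KCNH2 3.1 mutant virus (1.77 x 10^8 /mL, 4 h), plated overnight at 37 C, loaded 45 min with FluxOr dye plus Red40 quencher. Thallium flux rate constant from kinetic reads after stimulation buffer, normalised to controls.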
Rab9 promoter act: activates the Rab9 promoter | Huh7 Rab9 promoter-luciferase reporter, luminescence, 24 h | Potency, µM (series often up to 9.22 µM), inactives show at the top dose activation, negative = inhibition, usual class: activators | 320,000 compounds, 2.8% hits | AID 485297; note: potency is the fitted concentration of half-maximal effect; % of control where 0% means no effect; nearly all actives have a fitted effect of over 60% in size
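Quantitative HTS format; Huh7 Rab9-luciferase reporter cells (1500/well) receive compound 2 h post-plating, incubate 24 h at 37 °C, then get luciferase reagent for 10 min before luminescence reading.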
Menin-MLL TR inh: displaces Texas Red mutant MLL peptide from human menin. 270,000 compounds, 0.23% hits. Menin + Texas Red MLL mutant peptide, fluorescence polarization. Potency, µM (doses to about 61.6 µM), without a hit: at the top dose FP activity change, negative = inhibition, most hits filed as inhibitors. AID 1768; active = well fitted inhibition curve with a large enough effect in the polarisation, with a control signal flat, not every such curve was filed as active; inconclusive = small, poorly fitted or top-dose-only effect, or effect the other way, or a change in a side signal; inactive = no such curve, though single readings can be large or run the other way; the % refers to the polarisation; note: potency is the fitted concentration of half-maximal effect; % of control where 0% means no effect; many of its hits are not listed in these tables
Target sequence (O00255 whole entry, looked up): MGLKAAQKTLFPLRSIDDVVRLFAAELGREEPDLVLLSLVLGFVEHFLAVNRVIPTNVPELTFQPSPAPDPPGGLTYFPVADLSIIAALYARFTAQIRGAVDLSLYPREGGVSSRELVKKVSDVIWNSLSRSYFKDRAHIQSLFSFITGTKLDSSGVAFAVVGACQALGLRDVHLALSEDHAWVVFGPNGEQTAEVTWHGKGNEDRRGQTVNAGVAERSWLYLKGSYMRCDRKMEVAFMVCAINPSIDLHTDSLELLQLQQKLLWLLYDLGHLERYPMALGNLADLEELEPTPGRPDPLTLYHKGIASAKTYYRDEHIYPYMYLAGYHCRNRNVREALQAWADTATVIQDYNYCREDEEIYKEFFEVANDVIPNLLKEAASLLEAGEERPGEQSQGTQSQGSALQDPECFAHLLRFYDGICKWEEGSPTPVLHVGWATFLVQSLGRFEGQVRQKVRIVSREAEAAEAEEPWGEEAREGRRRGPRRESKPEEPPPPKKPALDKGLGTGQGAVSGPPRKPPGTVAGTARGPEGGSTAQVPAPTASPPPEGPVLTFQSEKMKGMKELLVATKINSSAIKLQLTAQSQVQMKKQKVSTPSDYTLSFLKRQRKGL
NPC1 prom act: NPC1 promoter activation; Potency, µM (doses to about 9.22 µM), inactives show at the top dose activation, actives largely listed as activators; 320,000 compounds, 2.4% hits; AID 485313; Huh7 NPC1 promoter luciferase reporter, 24 h;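 note: potency is the fitted concentration of half-maximal effect; % of control where 0% means no effect; nearly all actives have a fitted effect of over 60% in size; reporter is driven by a mutant NPC1 promoter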
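Stably transfected Huh7 (NPC1 promoter→luciferase), 1500 cells/well in Opti-MEM + 10% FBS, 2 h settle, then compound 24 h at 37 °C. Luminescence after 10 min with Amplite reagent.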
ELG1 repair inh: inhibitors of ELG1-dependent DNA repair in HEK293T cells. HEK293T ELG1-luciferase reporter, luminescence, 16 h; DNA damage induced by 5-fluorouridine. Potency, µM (top dose mostly 46.1 µM), without a hit: at the highest dose activity change, negative = inhibition, usual class: inhibitors. AID 504467. 330,000 compounds, 2.3% hits; note: potency is the fitted concentration of half-maximal effect; % is set by controls: 0 for no effect and ±100 for the full control effect; nearly all actives have a fitted effect of over 55% in size
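Cells (2,000 per well) received 5-fluorouridine plus test compound or DMSO and were incubated 16 hr at 37 °C, 5% CO2. Luciferase activity was read by luminescence 30 min after ONE-Glo addition; signal suppression marked inhibition of damage-induced ELG1 function.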
RORg inh: ROR gamma (mouse) transcription inhibition. Potency, µM (top dose mostly 53.6 µM), inactives show at the top dose activity change, negative = inhibition, actives largely listed as inhibitors. AID 2551. P51450. Drosophila S2 Gal4-RORgamma UAS-luciferase reporter, 20 h. 310,000 compounds, 5.4% hits; note: potency is the fitted concentration of half-maximal effect; % is set by controls: 0 for no effect and ±100 for the full control effect; nearly all actives have a fitted effect of over 60% in size
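Compounds are pin-transferred onto Drosophila Schneider cells expressing a copper-inducible Gal4–ROR gamma transactivation domain fusion. After 1 hr, copper sulfate is added to 700 uM final; luciferase is read 20 hr later.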
* = called active by the depositor; ? = inconclusive; . = no result given; [ ] = remark or other dose. Unless noted, calls come from the whole dose curve; as a rule, active = well fitted curve in the direction sought with a large enough effect; inconclusive = small, poorly fitted or top-dose-only effect, or another doubt; inactive = no such curve, though single readings can be large; an effect the other way counts as inactive or inconclusive. A portion of the library (hit frequency here may not be typical).

SMILES	VP16 counter	MBNL1-CUG inh	Mito fusion yeast	PKM2 act	FLuc modulator	KCNH2 3.1 inh	Rab9 promoter act	Menin-MLL TR inh	NPC1 prom act	ELG1 repair inh	RORg inh
COc1ccc(/C=C/C(=O)Nc2ccccc2C)cc1S(=O)(=O)N1CCOCC1	-1%	13%	2%	-3%	?	-2	-9%	.	11%	?	21%
CC1CN(S(=O)(=O)c2cccc(C(=O)Nc3ccc4c(c3)CCC4)c2)CC(C)O1 (stereo unspecified)	8%	-10%	10%	1%	-5%	-4	-13%	6%	-2%	?	?
O=C(NCCc1ccc(F)cc1)C1CCCCC1	-4%	-4%	5%	-7%	-9%	10	20%	1%	10%	?	11%
COC(=O)c1ccccc1NC(=O)COc1ccccc1	-7%	7%	8%	35%	?	20	7%	2%	7%	27%	2%
Cc1ccc(N2CC(C(=O)N3CCC(C(=O)NCCCOC(C)C)CC3)CC2=O)cc1 (stereo unspecified)	-3%	-4%	0%	2%	0%	-4	-1%	-4%	-1%	13%	-3%
COc1ccc(CC(=O)N2CCN(c3ccccn3)CC2)cc1	-9%	-12%	-1%	0%	1%	-10	2%	3%	-5%	-3%	?
CCCCN(CC)Cc1ccc(CNC(=O)Nc2ccc(OC)cc2OC)o1	-6%	6%	-1%	4%	4%	5	4%	-18%	-2%	?	-2%
CCCCCOC(=O)c1ccccc1C(=O)O	-8%	9%	4%	1%	0%	-6	3%	1%	2%	-3%	22%
COc1ccc(C)cc1NC(=O)C(OC(=O)CNC(=O)c1cc(C)cc(C)c1)c1ccccc1 (stereo unspecified)	-6%	.	12%	5%	5%	2	-5%	-3%	2%	7%	16%
CSc1ccc(C(=O)N2CCC(CCC(=O)NC3CC3)CC2)cc1	-9%	-7%	1%	.	-2%	12	-8%	.	9%	?	17%
O=C(O)c1csc(-n2nc(-c3ccccc3)cc2C(F)(F)F)n1	0%	-2%	16%	-2%	?	4	2%	3%	-1%	-10%	-1%
Nc1nnc(-c2ccc(Cl)c(Cl)c2)s1	24%	5%	16%	18%	?	12	14%	-3%	2%	?	-22%
CCn1c(=O)cc(OCC(=O)N2CCN(c3cccc(C(F)(F)F)c3)CC2)c2ccccc21	?	3%	1%	-5%	13%	-9	-10%	?	-1%	?	25%
CC(=O)c1ccc(S(=O)(=O)N2CCCc3ccccc32)cc1	5%	3%	-1%	-1%	3%	-11	1%	6%	-1%	1%	38%
Cc1cc(C)c(S(=O)(=O)Nc2ccc(C(N)=O)cc2)c(C)c1	2%	0%	7%	-4%	4%	-4	-9%	10%	-9%	-12%	16%
Cc1csc(SCC(=O)Nc2cccc(C)c2C)n1	.	.	-5%	.	1%	9	-1%	.	-1%	2%	.
COCCN(C(=O)CSc1nnc(-c2cccc(F)c2)n1N)c1c(N)n(CC(C)C)c(=O)[nH]c1=O	-1%	-1%	-3%	-2%	4%	2	8%	.	-3%	10%	-39%
COc1ccc(CSc2nnc(C)n2N)cc1Br	4%	6%	2%	0%	5%	3	0%	4%	-2%	9%	35%
N#Cc1c2c(c(Nc3ccccc3)n3c1nc1ccccc13)CCC2	-17%	5%	5%	-8%	3%	-19	-3%	-16%	-4%	-4%	-16%
Cc1ccc2[nH]c(O)c(N=NC(=O)C(C)n3cnc4ccccc4c3=O)c2c1 (stereo unspecified)	0%	?	14%	19%	-7%	0	-3%	0%	3%	-9%	23%
O=C(NCCCCCc1nc2ccccc2[nH]1)c1ccccc1Cl	-4%	-6%	4%	0%	-8%	-22	0%	3%	2%	-16%	-30%
CN(C)c1nc(SCC(=O)Nc2ccc(Cl)c(Cl)c2)nc(N2CCOCC2)n1	-6%	-5%	-10%	-8%	0%	4	3%	?	-8%	-1%	2%
O=C(Nc1ccc(F)cc1)C1COc2ccccc2O1 (stereo unspecified)	15%	16%	-12%	.	?	7	25%	-10%	20%	?	43%
CCC(Sc1ccccn1)C(=O)Nc1cccc([N+](=O)[O-])c1 (stereo unspecified)	?	17%	7%	18%	-1%	7	1%	?	1%	10%	16µM*
COc1ccc(N2CSC3=C(C#N)C(c4cccs4)CC(=O)N3C2)cc1 (stereo unspecified)	?	?	9%	-20%	?	9	-7%	?	11%	27%	17%[10 µM]
CCn1c([N+](=O)[O-])nc2c1c(=O)[nH]c(=O)n2C	18µM*	-3%	-3%	0%	6%	4	-1%	0%	-11%	?	0.56µM*
CCCCCOc1ccc(CSc2ncn[nH]2)cc1	-3%	8%	28%	0%	12µM*	8	2.5µM*	11%	?	?	-40%
CCN(CC)S(=O)(=O)c1ccc(Cl)c(C(=O)NCC2CCCO2)c1 (stereo unspecified)	-3%	6%	1%	0%	4%	4	-5%	3%	0%	-1%	-18%
O=C(NC(=S)NCc1ccccc1)c1cccs1	7.9µM*	3%	-9%	1%	-10%	-5	2%	.	-2%	?	5µM*
CCCCN(C(=O)CSc1ncn[nH]1)c1c(N)n(Cc2ccccc2)c(=O)[nH]c1=O	.	.	0%	.	.	14	0%	.	-5%	-3%	.
Brc1cnc(N2CCCCC2)nc1N1CCOCC1	2%	-6%	3%	-1%	1%	16	-3%	-4%	-1%	3%	14%
CC(C)C(C(=O)Nc1nccs1)c1ccccc1 (stereo unspecified)	?	-2%	5%	2%	0%	5	0%	17%	-7%	-9%	11µM*
CCn1c(=N)n(CC(=O)c2cccc(OC)c2)c2ccccc21	?	10%	-5%	2%	?	-4	3.2µM*	12%	3.5µM*	12%	6.3µM*
CC1CCc2cc(F)ccc2N1C(=O)CSc1nnc2c3cc(F)ccc3n(C)c2n1 (stereo unspecified)	-2%	-9%	2%	0%	-3%	.	-11%	?	-8%	?	6%
COc1ccc(-c2noc(CN(C)C(=O)c3ccoc3C)n2)cc1OC	-1%	-3%	-15%	-3%	1%	-7	3%	-13%	2%	4%	-3%
CC(=O)c1ccc(NC(=S)Nc2ccn(Cc3ccc(Br)cc3)n2)cc1	-18%	10%	5%	8%	-1%	-17	-2%	?	-1%	-8%	16%
CCCCc1nnc(NC(=O)C(C)Sc2nc(N)cc(=O)[nH]2)s1 (stereo unspecified)	1%	-3%	1%	6%	1%	21	-2%	10%	-6%	-5%	-19%
CC(C)(C)c1ccc(CS(=O)CC(O)CO)cc1 (stereo unspecified)	4%	-8%	-4%	1%	3%	.	0%	-10%	-1%	3%	-9%
CN(C)S(=O)(=O)c1ccc(C(=O)NC(=O)CSc2ccccc2)cc1	3%	.	8%	3%	?	-12	8%	7%	0%	15%	-7%[10 µM]
S=c1[nH]nc(-c2cccs2)n1/N=C/c1cn(-c2ccccc2)nc1-c1ccc(Cl)cc1	3%	-7%	2%	?	3%	0	0%	.	-4%	-15%	-41%
COc1ccc(N(C)C(=S)Nc2ccc3nc(C)c(C)nc3c2)cc1	-1%	8%	3%	3%	8%	1	11%	-10%	1%	?	-15%
CC(OC(=O)c1cc(S(=O)(=O)N2CCOCC2)ccc1F)C(=O)NC1CCCC1 (stereo unspecified)	.	.	8%	.	-1%	12	-2%	.	0%	20%	.
Nc1ccc2nc(CCCCCCc3nc4ccc(N)cc4[nH]3)[nH]c2c1	-8%	-1%	4%	13µM*	?	-17	-10%	?	-8%	6%	5%
COc1cc(C(=O)OCC(=O)Nc2ccc(SC(F)F)cc2)cc(OC)c1OC	1µM*	-4%	-8%	2%	1%	-12	-8%	?	-2%	?	?
O=C(Cc1ccccc1F)OCC(=O)N1CCN(C(=O)c2ccco2)CC1	12%	-11%	-4%	-9%	2%	-2	1%	16%	-1%	11%	11%
COc1ccc(/C=N/n2cnc3c([nH]c4ccc(Br)cc43)c2=O)cc1CN1CCOCC1	?	0%	-2%	-1%	-1%	-23	-7%	12%	-11%	28%	2%
CCc1cc(C(c2ccc(OC)c(OC)c2)N2CCOCC2)c(NC(=O)c2ccccc2)s1 (stereo unspecified)	?	-2%	0%	14%	?	-15	-4%	1%	0%	-9%	?
